Compound activity (PubChem BioAssay)
SMN2 splice enh = qHTS Assay for Enhancers of SMN2 Splice Variant Expression; HEK293 SMN2-luciferase splicing reporter, luminescence, 30-36 h; Potency, µM (series often up to 46.1 µM), for the others: at the top dose activity change, positive = activation, hits mostly activators; 210,000 tested, 2.8% active; also: % of control where 0% means no effect; nearly all actives have a fitted effect of over 55% in size
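HEK293 cells carry an SMN2 minigene-luciferase reporter in which exon 7 inclusion puts luciferase in frame. Cells were seeded at 2000 cells/well, attached for 10-12 hours, then exposed to compounds for 30-36 hours at 37C before ONE-Glo luminescence.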
HTT cytoprotect = qHTS Multiplex Assay to Identify Dual Action Probes in a Cell Model of Huntington: Cytoprotection (ATP). PC12 HTT-Q103 induced, cytoprotection, ATP luminescence, 40 h. Potency, µM (titrated, usually from 56.4 µM), for inactives: cytoprotection (ATP increase), actives largely listed as activators. 230,000 tested, 0.14% active;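 also: % of control where 0% means no effect; nearly all actives have a fitted effect of over 45% in size; toxic huntingtin expression switched on by the ecdysone agonist tebufenozide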
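Stable PC12 Q103-GFP cells in serum-supplemented, phenol red-free DMEM; induction by tebufenozide at 100 nM final; compound dose series; cell viability quantified luminescently from ATP.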
Tau fluor counter = Counterscreen qHTS for Inhibitors of Tau Fibril Formation, Fluorescence Polarization | AID 1463, 2008 | tau K18 P301L Alexa594 fluorescence, heparin fibrillization | 280,000 tested, 0.93% active | Potency, µM (doses to about 57.7 µM), without a hit: at the highest dose activity change, negative = decrease; also: % is scaled to controls: 0 for no effect and ±100 for the full control effect; nearly all actives have a fitted effect of over 55% in size
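Human tau K18 P301L (15 uM unlabeled, 0.24 uM Alexa 594-labeled) in 100 mM sodium acetate pH 7 with 20 uM heparin, 6 hr at 37 C. ThT 30 uM added, 1 hr ambient; Alexa 594 FP and total fluorescence read at 555/632 nm.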
ALDH1A1 block = qHTS Assay for Inhibitors of Aldehyde Dehydrogenase 1 (ALDH1A1) | Aldehyde dehydrogenase 1A1 (Homo sapiens), P00352 | Potency, µM (top dose mostly 75.3 µM), inactives show at the highest dose activity, negative = inhibition, hits mostly inhibitors | Purified ALDH1A1, NADH fluorescence, propionaldehyde substrate | 220,000 tested, 7.3% active | AID 1030, 2008; active = well fitted inhibition curve with a large enough effect, not every such curve was filed as active; inconclusive = small, poorly fitted or top-dose-only effect, or another doubt; inactive = no such curve, though single readings can be large or run the other way;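 also: plate controls were no enzyme wells and a reference inhibitor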
Target sequence (P00352 whole entry, looked up): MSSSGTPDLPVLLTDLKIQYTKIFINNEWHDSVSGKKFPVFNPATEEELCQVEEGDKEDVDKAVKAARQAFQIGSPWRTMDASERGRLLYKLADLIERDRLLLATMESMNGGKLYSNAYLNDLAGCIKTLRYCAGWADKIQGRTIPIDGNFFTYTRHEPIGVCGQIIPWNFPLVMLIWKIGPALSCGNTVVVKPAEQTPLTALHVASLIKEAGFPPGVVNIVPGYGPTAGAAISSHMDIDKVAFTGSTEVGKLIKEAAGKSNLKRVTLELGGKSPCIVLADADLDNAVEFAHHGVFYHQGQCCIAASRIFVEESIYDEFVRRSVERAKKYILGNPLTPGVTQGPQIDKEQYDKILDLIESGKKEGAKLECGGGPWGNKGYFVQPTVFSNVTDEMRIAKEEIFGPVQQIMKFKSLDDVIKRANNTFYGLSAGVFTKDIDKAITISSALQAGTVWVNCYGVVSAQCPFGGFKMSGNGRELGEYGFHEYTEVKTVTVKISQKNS
HTT aggregate = qHTS Multiplex Assay to Identify Dual Action Probes in a Cell Model of Huntington: Aggregate Formation (GFP); PC12 HttQ103-GFP aggregates, Acumen cytometry, 40 h; Potency, µM (doses to about 46.1 µM), inactives show top-dose activity change, negative = inhibition, most hits filed as inhibitors; 220,000 tested, 1.1% active; AID 1688, 2009; also: % is scaled to controls: 0 for no effect and ±100 for the full control effect; nearly all actives have a fitted effect of over 60% in size
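Using laser scanning cytometry, GFP-positive aggregates were counted after lysis of PC12 cells induced with 100 nM tebufenozide to express HTT exon 1 Q103–GFP. Compounds were tested in titration.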
Tau FP inhib = qHTS for Inhibitors of Tau Fibril Formation, Fluorescence Polarization; 280,000 tested, 0.39% active; AID 1468, 2008; Microtubule-associated protein tau (Homo sapiens), P10636; K18 P301L tau heparin fibrillization, Alexa594 FP, 6 h; Potency, µM (doses to about 57.7 µM), inactives show at the highest dose activity, negative = inhibition, hits mostly inhibitors; also: % is scaled to controls: 0 for no effect and ±100 for the full control effect; nearly all actives have a fitted effect of over 55% in size
Target sequence (P10636 561-689 P618L limits assumed): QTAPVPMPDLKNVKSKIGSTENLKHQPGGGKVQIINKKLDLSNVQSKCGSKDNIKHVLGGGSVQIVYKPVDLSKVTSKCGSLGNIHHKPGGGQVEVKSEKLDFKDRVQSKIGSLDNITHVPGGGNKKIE
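Read-out: fluorescence polarization of Alexa 594-labeled tau (0.24 uM), 555 nm excitation, 632 nm emission. Mixtures held 15 uM unlabeled K18 P301L, compound and 20 uM heparin, pH 7 acetate buffer, incubated 6 hr at 37 C.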
Tau ThT inhib = qHTS for Inhibitors of Tau Fibril Formation, Thioflavin T Binding. recombinant tau K18 P301L, heparin-induced fibrillization, ThT fluorescence. Microtubule-associated protein tau (Homo sapiens), P10636. Potency, µM (highest dose often 57.4 µM), inactives show at the top dose activity, negative = inhibition, actives largely listed as inhibitors. 270,000 tested, 2.1% active; also: % is scaled to controls: 0 for no effect and ±100 for the full control effect; nearly all actives have a fitted effect of over 55% in size
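Using a mix of unlabeled (15 uM) and Alexa 594-labeled (0.24 uM) tau K18 P301L, heparin-triggered fibrillization over 6 hr at 37 C was scored by ThT fluorescence.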
KDM4E inh = qHTS Assay for Inhibitors of Human Jumonji Domain Containing 2E (JMJD2E). Lysine-specific demethylase 4E (Homo sapiens), B2RXH2. JMJD2E catalytic domain, FDH-coupled NADH fluorescence (FDH is formaldehyde dehydrogenase). 230,000 tested, 1.6% active. AID 2147, 2009. Potency, µM (top dose mostly 57.1 µM), for inactives: top-dose activity change, negative = inhibition, hits mostly inhibitors; active = well fitted inhibition curve with a large enough effect, not every such curve was filed as active; inconclusive = small, poorly fitted or top-dose-only effect, or another doubt; inactive = no such curve, though single readings can be large or run the other way;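 also: 0% = wells with enzyme and -100% = buffer wells without enzyme; nearly all actives have a fitted effect of over 50% in size; many of its hits are not listed in these tables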
Target sequence (B2RXH2 1-337 limits assumed): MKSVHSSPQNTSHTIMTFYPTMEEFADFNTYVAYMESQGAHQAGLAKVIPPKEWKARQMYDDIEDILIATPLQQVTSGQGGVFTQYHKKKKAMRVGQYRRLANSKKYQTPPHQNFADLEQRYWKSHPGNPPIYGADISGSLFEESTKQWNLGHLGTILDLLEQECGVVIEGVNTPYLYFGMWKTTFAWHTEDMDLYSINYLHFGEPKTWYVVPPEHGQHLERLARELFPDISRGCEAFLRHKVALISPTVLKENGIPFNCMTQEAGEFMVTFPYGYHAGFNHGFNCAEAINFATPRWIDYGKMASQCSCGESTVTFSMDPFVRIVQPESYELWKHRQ
* marks the source's active call; other numbers are inactive results; u = inconclusive; x = not tested or not shown; & = joins results of further samples; [ ] = remark or other dose. Unless noted, calls follow the shape of the dose curve; as a rule, active = well fitted curve in the direction sought with a large enough effect; inconclusive = small, poorly fitted or top-dose-only effect, or another doubt; inactive = no such curve, though single readings can be large; an effect the other way counts as inactive or inconclusive. Potency is read from the fitted curve at half-maximal effect. Only part of the results is shown; count on the stated rates, not on these rows.

SMILES	SMN2 splice enh	HTT cytoprotect	Tau fluor counter	ALDH1A1 block	HTT aggregate	Tau FP inhib	Tau ThT inhib	KDM4E inh
NC(=O)c1ccc(NC(=O)COC(=O)CCCc2c[nH]c3ccccc23)cc1	-5%	-14%	-23%	-13%	-2%	2%	-5%	3%
CCOC(=O)C(C(=O)OCC)C(=O)c1cc(OC)c(OC)c(OC)c1	8%	10%	-2%	-3%	-6%	-4%	-3%	1%
O=c1[nH]cnc2c1ncn2[C@@H]1O[C@H](CO)[C@@H](O)[C@H]1O	-21%	x	-1%	6%	6%	8%	3%	-6%
Oc1cccc(/C=N/Nc2ncnc3c2ncn3Cc2ccccc2)c1	3%	16%[0.074 µM]	-8%	4%	22%	-9%	-2%	-3%
CCOC(=O)C1C(c2ccc(O)c(OC)c2)NC(=S)NC1(O)C(F)(F)F (stereo unspecified)	-5%	-7%[10 µM]	3%	u	0%	6%	-4%	4%
COc1ccc(CNC(=O)c2cc3c(=O)n(C)c4ccccc4c3n2C)cc1	3%	x	-8%	x	x	-7%	0%	x
CC(=O)Nc1ccc2oc(-c3cc(F)c(F)cc3Cl)nc2c1	8.9µM*	-17%	-3%	u	15%	-4%	-12%	u
COc1ccc(C(=O)C2CCCCC2=O)cc1 (stereo unspecified)	-16%	-17%	5%	6%	15%	10%	3%	-5%
Cc1ccc(NC(=O)CCNS(=O)(=O)c2cccc3nsnc23)cc1	-5%&-7%	x	-16%&-13%	0%	6%	-7%&7%	-5%&-10%	-2%
CN(CCNC(=O)c1ccc(N2CCCC2=O)cc1)CCc1ccccc1	29%	5%[10 µM]	2%	u	26%	4%	-9%	-6%
COc1ccc(OC)c(NC(=O)CC2SC(=N)N(c3ccccc3)C2=O)c1 (stereo unspecified)	-7%	-3%	-8%	-11%	-7%	10%	-10%	8%
Cc1nn(Cc2ccc(Cl)cc2)c(C)c1NC(=O)C(c1ccccc1)c1ccccc1	-4%	37%[10 µM]	-5%	0%	20%	-13%	-13%	-1%

Ten entries from above, comma-delimited.
canonical_smiles,SMN2 splice enh,HTT cytoprotect,Tau fluor counter,ALDH1A1 block,HTT aggregate,Tau FP inhib,Tau ThT inhib,KDM4E inh
NC(=O)c1ccc(NC(=O)COC(=O)CCCc2c[nH]c3ccccc23)cc1,-5%,-14%,-23%,-13%,-2%,2%,-5%,3%
CCOC(=O)C(C(=O)OCC)C(=O)c1cc(OC)c(OC)c(OC)c1,8%,10%,-2%,-3%,-6%,-4%,-3%,1%
O=c1[nH]cnc2c1ncn2[C@@H]1O[C@H](CO)[C@@H](O)[C@H]1O,-21%,x,-1%,6%,6%,8%,3%,-6%
Oc1cccc(/C=N/Nc2ncnc3c2ncn3Cc2ccccc2)c1,3%,16%[0.074 µM],-8%,4%,22%,-9%,-2%,-3%
CCOC(=O)C1C(c2ccc(O)c(OC)c2)NC(=S)NC1(O)C(F)(F)F (stereo unspecified),-5%,-7%[10 µM],3%,u,0%,6%,-4%,4%
COc1ccc(CNC(=O)c2cc3c(=O)n(C)c4ccccc4c3n2C)cc1,3%,x,-8%,x,x,-7%,0%,x
CC(=O)Nc1ccc2oc(-c3cc(F)c(F)cc3Cl)nc2c1,8.9µM*,-17%,-3%,u,15%,-4%,-12%,u
COc1ccc(C(=O)C2CCCCC2=O)cc1 (stereo unspecified),-16%,-17%,5%,6%,15%,10%,3%,-5%
Cc1ccc(NC(=O)CCNS(=O)(=O)c2cccc3nsnc23)cc1,-5%&-7%,x,-16%&-13%,0%,6%,-7%&7%,-5%&-10%,-2%
CN(CCNC(=O)c1ccc(N2CCCC2=O)cc1)CCc1ccccc1,29%,5%[10 µM],2%,u,26%,4%,-9%,-6%

Following part:
SMILES	SMN2 splice enh	HTT cytoprotect	Tau fluor counter	ALDH1A1 block	HTT aggregate	Tau FP inhib	Tau ThT inhib	KDM4E inh
Cn1ccnc1SCC(=O)Nc1ccc2nc(SCC(=O)NC3CC3)sc2c1	18%	-6%	-21%	3.5µM*	15%	-3%	u	-2%
COc1ccc2c(c1)C(c1ccc(N3CCOCC3)cc1)=NNC(c1cccnc1)=N2	0%	10%[10 µM]	-15%	-9%	10%	17%	-18%	6%
CCOC(=O)c1nn(-c2ccc3c(c2)OCO3)cc1O	u	-23%[10 µM]	-3%	u	-5%	9%	-4%	u
COc1ccc(-n2nc(C(=O)Nc3cc(C)c(Cl)cc3OC)c3c4ccccc4n(C)c3c2=O)cc1	-21%	x	5%	x	x	-3%	9%	x
COc1cc(/C(C)=N/NC(=S)NC(C)C)cc(OC)c1OC	23%	3%[10 µM]	-10%	-10%	8%	-4%	-17%	5%
COc1ccc(-c2nn(C)c(=O)c3ccccc23)cc1CNC(=O)C1CCCCC1	x	-32%[10 µM]	-7%	x	-15%[9.22 µM]	15%	-12%	u
CCOCCn1c(-c2ccc(OC)cc2)nc2ccccc21	11%	-10%	-11%	-12%	-4%	-7%	-8%	u
CCc1ccccc1N(CC(=O)O)S(C)(=O)=O	25%	13%	3%	6%	u	8%	-2%	-3%
Cc1ccc(Nc2c(-c3ccco3)nc3ccc(C)cn23)cc1	-2%	x	-11%	x	x	1%	1%	x
COc1ccc(OC)c(C2=NOC(C(=O)N3CCCc4ccccc43)C2)c1 (stereo unspecified)	25%	9%	-14%	11µM*	18%	7%	-17%	u
Oc1ccc2oc3c(c2c1C=NCc1ccncc1)CCCC3	x	-6%[10 µM]	u	x	-9%[9.22 µM]	u	16µM*	u
COc1cc(C2c3c(-c4ccccc4)n[nH]c3C(=O)N2c2ccccc2)ccc1O (stereo unspecified)	-2%	-17%	-6%	3%	46%	-6%	2%	-8%
O=C(O)CCc1ccc(-c2ccccc2)o1	-16%	-86%[inhibitor][10 µM]	1%	3.5µM*	u	-9%	u	-27%
COC(=O)Cc1ccc(N(Cc2ccccc2F)S(=O)(=O)c2ccc(Cl)cc2)cc1	-51%[inhibitor]	x	-19%	-2%	u	-4%	-5%	9%
Cc1ccccc1CS(=O)(=O)c1ncc(Cl)c(C(=O)Nc2nnc(C(C)C)s2)n1	-7%	x	-19%	x	x	-14%	u	x
Cc1ccccc1C(=O)/C=C1\NC(=O)CS1	-19%	-4%	10%	25µM*	-2%	6%	10%	-11%
O=C(CCCCCNc1nc(=S)[nH]c2ccccc12)NCCc1ccc(Cl)cc1	-9%	0%	-12%	1%	10%	-3%	-1%	-3%
Cc1nnc(Sc2c(N)n(C)c(=O)[nH]c2=O)s1	15%	0%	-8%	9%	14%	-4%	-24%	-1%
O=C(c1sc2ccccc2c1Cl)N(Cc1ccccc1Cl)C1CCS(=O)(=O)C1 (stereo unspecified)	-8%	-43%[inhibitor]	-13%	u	13%	-1%	-5%	0%
Cc1cc(C)c(C)c(S(=O)(=O)N2CCN(C(=O)CCC(=O)N3CCOCC3)CC2)c1C	x	5%[10 µM]	0%	x	30%[9.22 µM]	1%	1%	2%
Cc1cc(Cl)c(S(=O)(=O)NC(C)C)cc1OCC(N)=O	5%	21%[10 µM]	8%	12%	-3%	6%	2%	-5%
CN(C)CCCNC(=O)c1cc(C(=O)C2CCCCC2)c[nH]1	5%	-26%	3%	u	11%	5%	-6%	4%
O=C(CN=C1NC(=O)C(c2ccccc2)(c2ccccc2)N1)NCc1ccc(F)cc1	10%	-8%[0.074 µM]	-1%	3%	10%	-3%	6%	7%
Cc1ccccc1Cn1c(C(=O)OC(C)C)cc2c1ccn2C	-15%	-1%	-27%	u	-2%	2%	u	u
Cc1ccc(C)c(CSc2nnc(-c3cccs3)n2Cc2ccco2)c1	-46%[inhibitor]	-15%	-8%	u	u	14%	u	2%
COc1ccc(C(C(=O)NC2CCCC2)N(Cc2ccccc2)C(=O)CNC(=O)c2ccco2)cc1 (stereo unspecified)	u	15%	-14%	u	28%	-10%	-20%	5%
CCc1ccc(N2CC(O)(c3cccs3)[N+]3=C2SCCC3)cc1 (stereo unspecified)	-24%	x	3%	14%	-20%	5%	-2%	3%
O=C(NNc1c2ccccc2nc2ccccc12)c1cccc(O)c1	-34%	3%[10 µM]	14µM*[quencher]	u	-25%	13%	2.8µM*	u
COc1cc(Cl)c(C)cc1NC(=O)COC(=O)c1cc[n+]([O-])cc1	-20%	-29%	-11%	16µM*	1%	1%	-13%	15%
Cc1ccc(C2CN(c3ccccc3)CC2C(=O)c2ccc(F)cc2)cc1 (stereo unspecified)	-9%	-28%	-8%	u	-10%	13%	8%	0%
O=C(c1cnc2sccn2c1=O)N(Cc1ccccc1)c1ccccn1	24%	-7%	0%	u	-2%	-6%	-10%	-7%
COCCCNC(=O)Cn1c(=O)n(Cc2ccc(C(=O)NCc3ccc(C)cc3)cc2)c(=O)c2ccccc21	17%	x	-19%	x	x	-8%	-14%	x
COC(=O)c1ccc(S(=O)(=O)NCc2ccc(OC)cc2)n1C	x	19%[10 µM]	-12%	x	9%[9.22 µM]	-3%	-6%	2%
O=C1c2ccccc2C(=O)N1c1ncn[nH]1	x	1%[10 µM]	-6%	17%	-13%[9.22 µM]	6%	-3%	1%
CCCCCCN(C(=O)CCCCCN1C(=O)NC(c2ccc(-c3ccccc3)cc2)C(C(=O)OCc2ccccc2)=C1C)C(C(=O)NCCCC)c1ccc(OCC(=O)OC)cc1 (stereo unspecified)	-16%&1%	-1%	-10%&-14%	0%&7%	-8%	-3%&11%	u	-6%&-4%
